M1 PAM parental = M1 PAM counterscreen hit in parental CHO-K1 cells. ATP EC20, Fluo-8 calcium fluorescence; 0% at ATP EC20, 100% at ATP max. activation, % at 3 µM. 360,000 tested, 0.02% active. AID 602247;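 active = activation above the run cutoff, the mean activation of all test compounds plus 3 SD, cut at about 40% in these data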;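 note: peak over basal fluorescence ratio in a 140 s read after ATP addition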
TAAR1 agonist = human TAAR1 agonism; Q96RJ0; CHO RD-HGA16 TAAR1, Fluo-8 calcium fluorescence; vehicle wells 0%, saturating PEA agonist 100%; activation, % at 3 µM; 360,000 tested, 0.99% active; AID 624467;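 active = activation above the mean activation of all test compounds in the run plus 3 SD, cut at about 38% in these data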
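Assay system – CHO-derived RD-HGA16 cells with stable Gα16 and human TAAR1 · Compound dosing – one-point dosing at 3 µM (nominal) · Incubation – 17-24 h seeding, 75 min 37 °C dye, 30 min RT · Measured by – kinetic Fluo-8 calcium fluorescence · Control set – DMSO vehicle as 0%, PEA at EC100 as 100% · Repeats – single well for each compound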
CHO-K1 Ca antag = counter-screen for M1 antagonists: effect in parental CHO-K1 cells. ATP-induced calcium, Fluo-8 fluorescence. inhibition, % at 3 µM. 360,000 tested, 0.6% active;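 active = inhibition above a per-plate cutoff, the plate's mean sample inhibition plus 3 SD, cut at about 24% in these data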;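 note: 0% = DMSO plus EC80 ATP and 100% = DMSO alone without ATP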
M1 ag = human M1 muscarinic receptor agonism; 360,000 tested, 0.33% active; activation, % at 3 µM; CHO-K1 hM1, Fluo-8 calcium fluorescence, agonist mode; 0% DMSO, 100% acetylcholine EC100;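 active = activation above the run's mean compound activation plus 3 SD, cut at about 16% in these data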;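 note: peak over basal fluorescence ratio within a 140 s kinetic read after compound addition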
Target sequence (P11229 whole entry, looked up): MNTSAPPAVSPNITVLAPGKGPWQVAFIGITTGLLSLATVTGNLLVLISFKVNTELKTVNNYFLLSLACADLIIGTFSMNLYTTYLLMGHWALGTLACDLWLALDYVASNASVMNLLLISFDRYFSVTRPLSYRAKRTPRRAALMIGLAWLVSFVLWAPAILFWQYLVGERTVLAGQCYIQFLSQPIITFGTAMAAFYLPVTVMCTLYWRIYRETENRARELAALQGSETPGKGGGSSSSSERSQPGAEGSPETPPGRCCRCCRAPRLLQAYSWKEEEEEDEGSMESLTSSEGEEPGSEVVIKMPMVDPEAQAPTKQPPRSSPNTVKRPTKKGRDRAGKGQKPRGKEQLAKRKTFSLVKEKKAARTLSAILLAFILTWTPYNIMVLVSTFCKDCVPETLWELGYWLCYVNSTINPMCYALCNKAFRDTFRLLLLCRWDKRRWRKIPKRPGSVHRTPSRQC
CHO-K1 Ca ag = counter-screen for M1 agonists: effect in parental CHO-K1 cells; Fluo-8 calcium fluorescence; scaled to maximal ATP response, vehicle zero; activation, % at 3 µM; 360,000 tested, 0.48% active; AID 602248; in the data active = activation above about 15%;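 note: untransfected CHO-K1 host cells lacking M1 receptor as counterscreen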
V1aR counter = V1a receptor agonism, counter-screen for OXTR agonists | P37288 | CHO-V1R cells, Fluo-8 calcium fluorescence, agonist mode; 0% DMSO, 100% 3 nM vasopressin | activation, % at 3 µM | 320,000 tested, 0.25% active | AID 2797;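 active = activation above the mean activation of all tested compounds plus 3 SD, per screening run, cut at about 20% in these data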;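 note: signal is peak over basal fluorescence ratio across a 100 second FLIPR read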
TAAR1 antag = antagonists of human TAAR1 | Q96RJ0 | CHO RD-HGA16 TAAR1, Fluo-8 calcium fluorescence, antagonist | inhibition, % at 3 µM | 360,000 tested, 1.5% active | AID 624466;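 active = inhibition above a per-plate cutoff, the mean inhibition of test compounds on that plate plus 3 SD, cut at about 49% in these data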;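 note: 0% = DMSO plus EC80 beta-PEA response and 100% = DMSO alone without agonist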
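Test system: hTAAR1-expressing CHO RD-HGA16 cells, Gα16-coupled; Probe or stimulus: EC80 β-phenethylamine stimulus; Compound dosing: single nominal final test compound concentration of 3 µM; Timing: 140 s kinetic read after compound, 140 s after agonist; Signal: Fluo-8 calcium-sensitive fluorescence; Measure: % inhibition of agonist calcium response; Controls: DMSO and EC80 PEA controls.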
OXTR potentiate = potentiators of human oxytocin receptor. CHO-OTR cells, Fluo-8 calcium fluorescence, potentiator mode; 0% = oxytocin EC15, 100% = EC100. activation, % at 3 µM. 320,000 tested, 0.061% active. AID 2445;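 active = activation above that plate's cutoff, the mean activation of tested compounds plus 3 SD, cut at about 6.6% in these data, passing the limit was not always enough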;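 note: 100% uses oxytocin at 75 nM as the full agonist control; some results filed as inactive read as strong as hits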
Target sequence (P30559 whole entry, looked up): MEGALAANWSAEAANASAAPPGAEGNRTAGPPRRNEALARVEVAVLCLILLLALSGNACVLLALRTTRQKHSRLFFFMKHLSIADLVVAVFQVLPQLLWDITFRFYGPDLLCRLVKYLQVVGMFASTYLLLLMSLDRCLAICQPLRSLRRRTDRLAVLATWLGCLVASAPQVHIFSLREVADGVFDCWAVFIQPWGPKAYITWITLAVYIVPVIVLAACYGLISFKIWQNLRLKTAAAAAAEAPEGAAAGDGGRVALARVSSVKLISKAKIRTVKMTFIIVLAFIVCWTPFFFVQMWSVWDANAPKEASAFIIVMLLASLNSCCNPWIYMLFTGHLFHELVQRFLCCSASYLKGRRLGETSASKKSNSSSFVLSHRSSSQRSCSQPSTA
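System: human OTR in CHO cells; Also added: sub-maximal oxytocin, roughly EC15; Timing: compound 6 min at room temperature before oxytocin, 100 s read; Technique: Fluo-8 intracellular calcium fluorescence, ex 470-495, em 515-575 nm; Controls: oxytocin EC15 low and EC100 high; Replication: singlicate.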
CHO parental Ca = counter-screen: ATP calcium response change in parental CHO cells; parental CHO-K1, ATP-induced calcium, Fluo-8 fluorescence; inhibition, % at 5.6 µM; 330,000 tested, 0.63% active;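 active = inhibition above that plate's mean sample inhibition plus 3 SD, cut at about 26% in these data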;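 note: 0% = ATP-challenged DMSO wells and 100% = DMSO wells without ATP; some compounds past the cut are filed as inactive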
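Material: Parental CHO cells | Reagent: ATP | Compound dosing: Single nominal dose of 5.6 µM per compound | Detection: Intracellular calcium via Fluo-8 no-wash fluorescent dye | Read-out: % inhibition of ATP-induced calcium mobilization | Benchmarks: Low control ATP plus DMSO, high control DMSO only | Replicates: Singlicate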
Active calls of the source: *; x = no result given.

SMILES	M1 PAM parental	TAAR1 agonist	CHO-K1 Ca antag	M1 ag	CHO-K1 Ca ag	V1aR counter	TAAR1 antag	OXTR potentiate	CHO parental Ca
COc1cccc(-c2nc(CS(=O)CC(=O)O)c(C)o2)c1 (configuration not stated)	-4	2	20	0	-0.6	-0.6	-8	1	-7
O=C(CC1CCCCC1)Nc1ccccc1-c1ccccc1	4	9	8	-9	-0.3	-1.0	-1	9	-17
C/C(=N\NC(=O)c1ccccc1)c1ccc(C)c([N+](=O)[O-])c1	7	-1	-4	-9	0.6	0.5	-1	-6	-3
CCOc1ccc(C(=O)N2CCN(c3cccc(Cl)c3)CC2)cc1	-1	-1	-5	-12	0.0	-1.1	-23	-6	-20
COCCN(C(=O)c1csnn1)C(C(=O)NC1CCCC1)c1ccc(C)cc1 (configuration not stated)	-5	-3	11	-1	-0.1	0.6	11	-11	-11
Cc1ccccc1N1CCN(C(=O)CCN2C(=O)c3ccccc3C2=O)CC1	15	22	-18	-4	2.5	-1.1	-21	-4	-21
CCCCCNC(=O)CCc1ccccc1	11	2	-15	-3	-0.1	-1.3	-16	-3	-8
COc1ccc(-c2nn(-c3ccccc3)cc2C(=O)NC(=S)Nc2cc(Cl)ccc2Cl)cc1	10	2	-5	1	-0.3	0.1	-27	-2	0
O=C(O)c1cc(C(=O)C2CC2)c[nH]1	19	3	-3	-9	0.1	1.1	11	1	6
CCN(CC)CCNc1cc(C)nc2c1C(=O)C(=O)C=C2N1CCCCC1	13	0	-12	-6	0.6	-0.8	-2	-15	-18
O=C(NC1CCN(Cc2ccccc2)C1)c1cc(COc2ccc(F)cc2F)on1 (configuration not stated)	8	11	2	-6	0.7	3.6	-17	-15	-1
CC(=O)OCC(=O)Nc1ccc(SC(F)F)cc1	12	2	-15	0	0.0	0.8	15	0	2
CCN(CC)CCn1c2c(c(SCC(=O)Nc3nc4ccc(C)cc4s3)nc1=O)CCC2	5	1	2	-9	4.7	0.3	-39	0	-26
COc1ccccc1C(=O)Nc1ccc(S(=O)(=O)N2CCOCC2)cc1	-5	1	7	-3	0.7	1.3	4	-5	11
CCOC(=O)c1ccc2nc(NC(=O)c3ccco3)sc2c1	-4	8	-10	0	0.4	0.8	8	-7	-5
CC(=O)Nc1cc(S(=O)(=O)Nc2ccc(C)cc2)c(C)cc1C	16	17	-9	-2	1.4	2.2	-6	-7	-24
CCOc1ccc(-n2cc(C(=O)c3cc(Cl)ccc3O)cc(C#N)c2=O)cc1	10	10	2	0	9.0	8.8	7	-13	-12
CCCCN(C=O)c1c(CC)nc2ccc(C(=O)N3CCN(c4ccccc4)CC3)cn12	-18	0	4	-4	-0.2	x	-1	x	x
Cc1ccccc1NC(=O)Oc1cccc(OC(=O)c2ccccc2)c1	0	1	-13	-2	0.1	7.7	5	-13	-13
CCN(CC(=O)Nc1c(F)cccc1F)C(=O)Cc1ccc2c(c1)CCC2	-12	1	-4	-3	0.9	-0.1	-25	4	-10
NNC(=O)c1ccc(COc2cccc3ccccc23)cc1	-6	0	-1	-6	0.0	1.2	7	3	-4
CCc1nnc(NC(=O)Cc2ccc(S(=O)(=O)N3CCCCC3)cc2)s1	4	13	-4	1	0.1	2.1	-2	-3	-2
CCCCC[C@@H]1CCCCC[C@H](O)C[C@@H](O)[C@@H](O)/C=C/C(=O)O1	14	5	-20	x	3.2	x	-8	x	x
O=C(O)c1cccc(S(=O)(=O)Nc2ccc(Cc3ccncc3)cc2)c1	-7	3	1	-2	-0.4	2.3	-30	-4	-13
Cc1c(C(=O)N/N=C/c2cccc(O)c2)nnn1-c1nonc1N	3	4	-8	1	3.4	-0.3	16	-11	4
O=C(O)CN=C(Nc1cc(Cl)cc(Cl)c1)NC(c1ccccc1)c1ccccc1	6	8	-3	x	2.5	x	11	x	x
Cc1ccccc1N(C(=O)c1csnn1)C(C(=O)NC1CCCC1)c1ccncc1 (configuration not stated)	12	-5	-9	-4	0.2	-0.1	-2	3	-6
CC(C)Oc1ccc(CCc2n[nH]c(=S)n2-c2ccccc2)cc1	9	4	-8	-3	3.2	0.8	-1	-15	-32
Cc1ccc(C(=O)C2=C(O)C(=O)N(Cc3cccnc3)C2c2cccc(Oc3ccccc3)c2)o1 (configuration not stated)	x	1	x	x	x	-0.7	-16	-6	-35
CCOc1ccc(Nc2nc(Cc3nnc(SCC(=O)NCc4ccco4)n3CC)cs2)cc1	3	-1	-9	-7	1.4	-0.5	-9	-7	-23
COCCNC(=O)CS(=O)Cc1nc(-c2ccc(OC)cc2)oc1C (configuration not stated)	10	1	4	-3	0.2	0.4	-8	-2	-8
Cc1ccc(S(=O)(=O)/N=C(\N)Nc2nc(C)c3ccccc3n2)cc1	25	3	-10	-8	0.0	5.7	-5	0	-25
Cc1cccc(-n2nnnc2SCC(=O)NCCN2C(=O)CSC2=O)c1	7	6	-7	-1	0.8	0.9	4	-11	-8
Cc1ccc(C(=O)NC(C)c2ccc(-n3ccnc3)cc2)c(C)c1 (configuration not stated)	12	4	1	-2	4.0	0.5	-9	-10	-3
Cc1nnc(NC(=O)CSc2nccn2Cc2ccc(F)cc2)s1	5	0	-1	-2	0.4	2.1	-23	-5	-5
Cc1[nH]c(=O)[nH]c(=O)c1S(=O)(=O)Nc1ccc(S(N)(=O)=O)cc1	-6	8	-2	-1	-0.2	0.6	-10	-8	7
COc1ccc(CC(=O)n2[nH]c(=O)cc(C)c2=O)cc1OC	20	4	-10	0	0.5	-1.1	-6	-12	9
Cc1cc(C)c2nc(SCC(=O)N3CCCCC3)c(C#N)cc2c1	13	9	-13	-1	1.2	x	-5	x	x
O=C(Cn1nnc(-c2ccccc2F)n1)Nc1cccc2ncccc12	-1	7	-3	-3	0.8	3.7	5	-7	-8
Cc1nnc(SCC(=O)NNC(=O)CC#N)[nH]c1=O	17	13	-9	-6	1.0	0.3	-5	-7	-9
O=C(NCCC(=O)N1CCN(S(=O)(=O)c2ccc(F)cc2)CC1)Nc1ccccc1	17	2	4	-2	0.1	-0.1	-7	1	-19
Cn1cc([N+](=O)[O-])c(C(=O)N/N=C/c2ccncc2)n1	-14	3	-7	-1	0.4	-0.5	-6	-9	4
O=C(N/C(=C/c1cccnc1)C(=O)N1CCOCC1)c1ccccc1	12	5	-4	-6	0.6	-0.3	0	-2	-6
CS(=O)(=O)c1ccc2nc(NC(=O)c3ccco3)sc2c1	12	2	17	0	0.9	0.7	8	-5	-7
COc1cncc(-c2cnc3sc(NCCc4ccccn4)nn23)c1	15	-3	-7	2	0.7	x	-24	x	x
COc1ccc(N2CCN(C(=O)c3cccc(S(=O)(=O)N4CCCc5ccccc54)c3)CC2)cc1	-17	5	-5	-4	0.8	2.0	-19	-5	-24
CC(C(=O)NC1CCCC1)N(Cc1ccc2c(c1)OCO2)C(=O)c1snc(C(N)=O)c1N (configuration not stated)	14	17	-6	-1	2.2	0.9	7	2	-10
COc1ccc(-c2noc(CCC(N)=O)n2)cc1OC	17	10	-10	-3	0.4	0.3	14	2	-3
COC(=O)NCC12CC3CC(C1)CC(CNC(=O)OC)(C3)C2	-2	2	6	-3	0.4	-0.6	-6	-28	-12
COc1ccc(CN(C)C(=O)c2ccc(OCC(=O)Nc3cccc(C(F)(F)F)c3)c(OC)c2)c(OC)c1	-17	4	0	1	6.8	4.8	36	-15	18
Cc1ccc(-c2nc3ccccc3[nH]2)cc1NC(=O)c1ccc2c(c1)OCO2	14	17	-20	-7	2.7	1.8	6	-5	-17
CCCCn1nc(NC(=O)COC)c2cc3cc(OC)ccc3nc21	7	14	-9	0	1.4	-0.4	-2	-11	-12
O=C(O)CCC(=O)N(Cc1ccco1)C1CC(=O)N(c2ccccc2)C1=O (configuration not stated)	-3	8	-2	-3	0.2	0.3	-5	-3	-9
COc1ccc(OC)c2[nH]c(=O)c(CCNC(=O)Cc3cccs3)cc12	19	1	9	-5	-0.1	0.1	-2	-1	-8
CC(C)Sc1cc(N2CCCC2)nc(-c2ccccc2Cl)n1	-9	21	10	-4	-0.1	0.2	-26	-3	-18
CN1CCCC(C#CC(O)(c2ccccc2)c2ccccc2)C1 (configuration not stated)	3	8	-2	-13	0.2	0.3	-11	-3	-11
O=C(NC(Cc1ccc2c(c1)OCO2)C(=O)NC(Cc1ccccc1)C(=O)O)c1ccccc1 (configuration not stated)	-6	4	25*	-3	-0.2	-0.1	0	-7	4
O=C(Nc1nnc(Cc2c[nH]c3ccccc23)s1)c1ccc(Cl)cc1Cl	-14	6	15	7	-0.6	-0.2	-7	-6	-12
COc1cccc(-c2nnc(NC(=O)C(C)C)o2)c1	12	0	2	-2	0.6	1.3	-2	-2	-13
CC1(C(=O)NS(=O)(=O)c2cccc(OC(F)F)c2)CCN1C(=O)CCc1cccs1 (configuration not stated)	16	1	-6	-1	0.3	x	-3	x	x

The list continues:
SMILES	M1 PAM parental	TAAR1 agonist	CHO-K1 Ca antag	M1 ag	CHO-K1 Ca ag	V1aR counter	TAAR1 antag	OXTR potentiate	CHO parental Ca
CCc1cc(=O)oc2cc(OCC(=O)OC)c(Cl)cc12	8	9	4	-5	-0.3	-0.1	11	1	-12
COc1ccccc1N/C=C/c1onc(C)c1[N+](=O)[O-]	8	25	11	10	14	9.8	24	-9	-5
CC1(C)CC(=O)C(C=NCC2CCN(C(=S)Nc3ccccc3)CC2)=C(O)C1	13	2	-10	-6	1.4	0.5	-25	-7	-4
CC(C)CCNC1c2ccccc2C(=O)N1Cc1ccccc1 (configuration not stated)	16	1	-11	-6	0.7	-1.0	-6	-5	-16
COc1ccc2c(/C=C/c3cc[n+](C)cc3)c[nH]c2c1	18	3	-11	-5	0.3	0.6	-8	-3	-5
Brc1ccc(NC2=Nc3ccccc3CC2)cc1	2	17	-8	-2	0.1	-0.2	3	-9	-7
COc1ccc(C(=O)COC(=O)CCC(=O)c2cccs2)cc1	9	3	-10	-6	1.9	2.4	-17	-10	-4
COc1ccc(CNC(=O)CN2C(=O)C3CCCN3c3ncc(Cl)cc32)cc1 (configuration not stated)	9	0	6	-4	0.5	1.3	17	4	-19
Cc1cc2sc(C(=O)O)c(C)c2s1	17	11	-10	-2	0.1	0.3	3	-12	-11

Hits appear at their usual frequency (roughly 3.3% active in at least one column).
